Mac1 fbg enh = increases human CD11b/CD18 adhesion to fibrinogen | P05107+P11215 | K562 CD11b/CD18 adhesion to fibrinogen, ATPlite luminescence | activation, % at 10 µM | 93,000 compounds, 0.07% hits | AID 1499;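 active means 10 µM primary screen giving 50% or more activity, confirmed by 40% or more on retest at that dose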; further: strong numbers were not always called active; reference of the scale not given here
CD11b adhes inh = CD11b/CD18-fibrinogen binding inhibition. P05107+P11215. K562 CD11b/CD18 adhesion to fibrinogen, ATPlite luminescence; Mn2+ added to activate the integrin. inhibition, % at 10 µM. 93,000 compounds, 0.54% hits. AID 1497;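 active means primary inhibition of 50% or more at 10 µM, then 40% or more on retest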; further: some results filed as inactive read as strong as hits
MT1-MMP txn act = MT1-MMP promoter transcription activation; HT1080 MT1-MMP promoter luciferase reporter, luminescence, overnight; stronger effect = higher value; activation factor at 10 µM; 86,000 compounds, 0.16% hits; AID 750;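 active means activation factor of at least 2 for MT1-MMP transcription at 10 µM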
CYP2C9 inh = inhibitors of human CYP2C9; P11712; AID 777; CYP2C9 Supersomes, luciferin-H conversion, luminescence; inhibition, % at 5 µM; 96,000 compounds, 20% hits;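 active means blocking of liver enzyme CYP2C9 beyond about 50% at 5 µM, limit read from the data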; further: values of inactives mirror those of a sister screen read the other way
Target sequence (P11712 whole entry, looked up): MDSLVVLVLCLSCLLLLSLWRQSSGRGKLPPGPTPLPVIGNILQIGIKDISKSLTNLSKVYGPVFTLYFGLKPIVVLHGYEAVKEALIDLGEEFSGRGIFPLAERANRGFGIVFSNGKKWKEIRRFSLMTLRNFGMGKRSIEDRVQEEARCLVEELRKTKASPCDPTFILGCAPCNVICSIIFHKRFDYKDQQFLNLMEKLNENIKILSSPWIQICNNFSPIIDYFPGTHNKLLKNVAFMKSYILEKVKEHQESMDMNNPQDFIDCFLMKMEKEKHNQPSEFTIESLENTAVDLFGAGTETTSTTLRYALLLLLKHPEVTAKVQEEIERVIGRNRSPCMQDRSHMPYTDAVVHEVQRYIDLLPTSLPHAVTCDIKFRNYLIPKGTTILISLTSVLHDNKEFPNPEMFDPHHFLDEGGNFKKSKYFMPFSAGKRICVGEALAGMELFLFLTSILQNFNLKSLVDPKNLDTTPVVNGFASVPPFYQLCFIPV
CYP2C19 act = increases human CYP2C19 enzyme activity; P33261; recombinant CYP2C19, luciferin-H EGE luminescence; stronger effect = higher value; 0 = fully inhibited enzyme, 1 = untreated enzyme; activation factor at 5 µM; 96,000 tested, under 10 active; AID 1025;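 active means activation factor of at least 2 at 5 µM in the primary screen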;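 further: 0 = wells with 2.5 mM tranylcypromine and 1 = vehicle-only wells; values of inactives mirror those of a sister screen read the other way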
CYP2C9 activ = increases human cytochrome P450 2C9 activity; P11712; recombinant CYP2C9, luciferin-H conversion, luminescence; stronger effect = higher value; factor 1 = untreated enzyme, 0 = blocked; activation factor at 5 µM; 96,000 compounds, 1.4% hits; AID 1024;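 active means activation factor of 2 or more for CYP2C9 at a 5 µM dose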;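 further: 0 = sulfaphenazole-blocked wells and 1 = vehicle-only wells; values of inactives mirror those of a sister screen read the other way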
CYP2C19 inh = human CYP2C19 inhibition | P33261 | CYP2C19 Supersomes, luciferin-H EGE luminescence, 30 min | inhibition, % at 5 µM | 96,000 compounds, 21% hits;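 active means CYP2C19 inhibition above a set limit at 5 µM in the primary screen, cut at about 50% in these data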;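 further: plate controls were negative control wells for no effect and 2.5 mM tranylcypromine positive control for full effect; values of inactives mirror those of a sister screen read the other way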
Pyk2 oligo antag = Pyk2 (human) oligomerization antagonism; Q14289; AID 1347419; z-score (the deposit names both 25 µM and 10 µM); 99,000 compounds, 0.83% hits; Q293 cells, Pyk2 FERM NanoBiT luminescence; stronger effect = lower value;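 active means Z-score of -3 or lower, scaled per plate to the spread of control and sample wells; inactive means z-score above -3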;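 further: negative z-score means lost luminescence so less FERM oligomerization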
PLAP act = activates human placental alkaline phosphatase | purified PLAP enzyme, luminescent substrate read-out; stronger effect = higher value | activation fold at 20 µM | 96,000 compounds, 1.2% hits | AID 696; in the data active means activation fold above about 2
Target sequence (P05187 whole entry, looked up): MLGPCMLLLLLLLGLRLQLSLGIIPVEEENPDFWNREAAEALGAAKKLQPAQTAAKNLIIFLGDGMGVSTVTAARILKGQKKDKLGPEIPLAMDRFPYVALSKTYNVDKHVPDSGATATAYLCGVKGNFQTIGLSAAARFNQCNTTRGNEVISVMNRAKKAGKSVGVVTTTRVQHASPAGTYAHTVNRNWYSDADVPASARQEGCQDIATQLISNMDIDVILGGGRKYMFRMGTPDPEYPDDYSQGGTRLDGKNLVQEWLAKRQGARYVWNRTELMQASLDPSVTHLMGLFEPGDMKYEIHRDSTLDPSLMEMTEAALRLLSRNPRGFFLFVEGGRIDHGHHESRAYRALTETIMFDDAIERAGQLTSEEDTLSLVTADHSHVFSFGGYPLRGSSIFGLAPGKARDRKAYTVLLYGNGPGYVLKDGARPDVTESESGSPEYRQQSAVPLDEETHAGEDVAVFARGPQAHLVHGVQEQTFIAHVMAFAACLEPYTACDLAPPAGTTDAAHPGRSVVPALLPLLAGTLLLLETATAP
The depositor's hits bear a star; · = no result given.

1. CCOc1ccc(NC(=O)CN2CCN(CC(=O)Nc3ccc4c(c3)OCO4)CC2)cc1
2. Cc1ccc(CNC(=O)c2ccc(C#CC(C)(C)O)s2)cc1
3. COc1cc(NC(=O)C2CCCO2)c(OC)cc1NC(=O)c1ccccc1 (centres undefined)
4. CC(C)CNC(=O)NC(=O)COc1c(F)c(F)cc(F)c1F
5. CCOC(=O)c1c(C)[nH]c2ccc(O)cc12
6. O=[N+]([O-])c1ccc(NNC(=S)Nc2ccccc2)cc1

Assay by compound	1	2	3	4	5	6
Mac1 fbg enh	1.9	1.1	5.5	-1.4	-1.4	-8.0
CD11b adhes inh	3.0	5.0	-0.6	-16.9	-4.1	37.2
MT1-MMP txn act	1	1.1	1.2	1.2	1.2	·
CYP2C9 inh	45.9	22.5	-7.1	-1.6	-0.2	78.6*
CYP2C19 act	0.8	1	1	0.8	1	0.4
CYP2C9 activ	0.5	0.8	1.1	1	1	0.2
CYP2C19 inh	16.6	4.7	-1.5	17.6	0.7	58.9*
Pyk2 oligo antag	0.99	1.63	-0.36	-0.47	-0.1	-0.46
PLAP act	0.9	0.8	0.9	1	0.9	1

7. Nc1nc(CSc2nc3ccccc3[nH]2)nc(N2CCOCC2)n1
8. O=C(Cc1sc(-c2ccccc2)nc1-c1ccccc1)Nc1ccc(Cl)cc1
9. Cc1cc(C)c(C#N)c(SC2CCCCC2=O)n1 (centres undefined)
10. COc1ccc(OC)c(C2CC(=O)c3c([nH]c(C(=O)OCC4CCCO4)c3C)C2)c1 (centres undefined)
11. CC(=O)NC(Cc1c[nH]c2ccccc12)C(=O)OCC(=O)Nc1ccc2c(c1)OCO2 (centres undefined)
12. Cc1onc(-c2ccccc2)c1C(=O)OCC(=O)Nc1ccc2c(c1)OCO2

Assay by compound	7	8	9	10	11	12
Mac1 fbg enh	·	0.3	0.5	2.9	4.9	-5.0
CD11b adhes inh	·	-6.5	-24.3	-5.5	3.4	-5.8
MT1-MMP txn act	1.1	1.1	1	1.1	1.2	1.2
CYP2C9 inh	28.3	15.9	-18.1	66.0*	73.9*	52.3*
CYP2C19 act	1	1.1	0.4	0.6	0.6	0.5
CYP2C9 activ	0.7	0.8	1.2	0.3	0.3	0.5
CYP2C19 inh	-2.9	-5.5	61.1*	36.5	39.2	54.5*
Pyk2 oligo antag	0.19	-2.57	1.83	·	-0.55	-1.35
PLAP act	1	0.9	1.1	1	0.9	0.8

13. C=CCn1c(=N)c(C(=O)NCCCOC)cc2c(=O)n3cc(C)ccc3nc21
14. CCCNC(=O)COC(=O)c1ccc(S(=O)(=O)N2CCCCCC2)cc1
15. Cc1nn(CCOc2ccccc2)c(=O)n1-c1ccccc1F
16. Cc1ccc(NC2SC(=O)N(CC(=O)O)C2=O)cc1 (centres undefined)
17. CCOc1ccc(C(=O)C2CCN(C(=O)c3ccccc3C(=O)O)CC2)cc1
18. COC(=O)c1cc(OC)c(OC)cc1NC(=O)C1CCC(=O)N1S(=O)(=O)c1ccc(C)cc1 (centres undefined)

Assay by compound	13	14	15	16	17	18
Mac1 fbg enh	-2.0	-2.5	6.8	-0.6	-1.6	11.2
CD11b adhes inh	-0.3	-4.3	-0.4	-6.6	-25.1	-11.1
MT1-MMP txn act	1.2	1	·	1.1	1.2	1.1
CYP2C9 inh	10.7	35.2	-10.0	61.0*	-2.8	19.7
CYP2C19 act	1	0.9	0.5	1.1	1.1	1
CYP2C9 activ	0.9	0.6	1.1	0.4	1	0.8
CYP2C19 inh	-2.1	6.4	53.1*	-6.4	-14.8	-2.3
Pyk2 oligo antag	1.39	0.21	-0.59	0.35	0.56	0.78
PLAP act	1.2	0.9	1	1.2	1.7	1.6

19. CC1CCN(C(=O)CSc2nc(N)cc(N)n2)CC1
20. COc1ccccc1C(C)NC(=O)c1ccc(C)o1 (centres undefined)
21. Cc1nc(SCC(=O)N2c3ccccc3Sc3ccccc32)n[nH]1
22. COCc1nnc(NC(=O)CCC2CCCCC2)s1
23. CCN(c1ccccc1)S(=O)(=O)c1cc(C(=O)O)ccc1C
24. Cn1cnc([N+](=O)[O-])c1Sc1ccccc1

Assay by compound	19	20	21	22	23	24
Mac1 fbg enh	2.4	1.8	0.0	-1.6	·	-2.0
CD11b adhes inh	-2.8	-3.8	-6.3	-2.0	·	-7.2
MT1-MMP txn act	1	·	1	1.3	1	·
CYP2C9 inh	0.0	8.0	36.2	5.6	0.8	8.6
CYP2C19 act	1	0.8	0.4	0.9	1	0.7
CYP2C9 activ	1	0.9	0.6	0.9	1	0.9
CYP2C19 inh	2.3	22.9	59.9*	11.7	3.6	30.3
Pyk2 oligo antag	0.69	0.76	0.62	-0.26	-1.19	-0.18
PLAP act	0.9	0.9	·	0.8	1	0.9

Complete entries, looked up by structure. Order of screens: Mac1 fbg enh, CD11b adhes inh, MT1-MMP txn act, CYP2C9 inh, CYP2C19 act, CYP2C9 activ, CYP2C19 inh, Pyk2 oligo antag, PLAP act
`COc1ccccc1C(C)NC(=O)c1ccc(C)o1` (centres undefined) reads 1.8, -3.8, ·, 8.0, 0.8, 0.9, 22.9, 0.76, 0.9
`CCN(c1ccccc1)S(=O)(=O)c1cc(C(=O)O)ccc1C` reads ·, ·, 1, 0.8, 1, 1, 3.6, -1.19, 1
`Cn1cnc([N+](=O)[O-])c1Sc1ccccc1` reads -2.0, -7.2, ·, 8.6, 0.7, 0.9, 30.3, -0.18, 0.9
`Cc1nc(SCC(=O)N2c3ccccc3Sc3ccccc32)n[nH]1` reads 0.0, -6.3, 1, 36.2, 0.4, 0.6, 59.9*, 0.62, ·

(cont.)
25. O=C(NC(=S)Nc1cc(Cl)ccc1N1CCOCC1)c1ccc(-c2cccc(Cl)c2)o1
26. CC1CN(S(=O)(=O)c2ccc(-c3nc4ccccc4s3)cc2)CC(C)O1 (centres undefined)
27. O=C(CN(c1ccc(Cl)c(Cl)c1)S(=O)(=O)c1ccccc1)N1CCc2ccccc2C1
28. CCCCn1c(N)c(N(CC(C)C)C(=O)CN(C)Cc2cccc(OC)c2)c(=O)[nH]c1=O
29. CCOc1ccccc1NC(=O)c1ccc(Cl)c(NC(=O)CC(c2ccccc2)c2ccccc2)c1
30. COC(=O)COc1cccc(-n2cnnn2)c1

Assay by compound	25	26	27	28	29	30
Mac1 fbg enh	26.5	3.0	·	1.4	-0.3	-3.3
CD11b adhes inh	-10.3	1.8	·	-24.3	5.5	4.4
MT1-MMP txn act	·	1.1	·	1.1	·	1.2
CYP2C9 inh	7.2	11.2	50.0*	13.8	79.8*	6.0
CYP2C19 act	1.2	1.1	0.1	0.4	0.5	0.9
CYP2C9 activ	0.9	0.9	0.5	0.9	0.2	0.9
CYP2C19 inh	-17.7	-8.1	88.6*	56.2*	50.7*	8.0
Pyk2 oligo antag	0.12	-0.72	-0.82	-0.37	0.78	1.09
PLAP act	1.1	1	1.2	1	1.1	0.9

Laid out differently: 3 of the compounds above
Every second line gives: Mac1 fbg enh, CD11b adhes inh, MT1-MMP txn act, CYP2C9 inh, CYP2C19 act, CYP2C9 activ, CYP2C19 inh, Pyk2 oligo antag, PLAP act
#9 Cc1cc(C)c(C#N)c(SC2CCCCC2=O)n1 (centres undefined)
  0.5, -24.3, 1, -18.1, 0.4, 1.2, 61.1*, 1.83, 1.1
#13 C=CCn1c(=N)c(C(=O)NCCCOC)cc2c(=O)n3cc(C)ccc3nc21
  -2.0, -0.3, 1.2, 10.7, 1, 0.9, -2.1, 1.39, 1.2
#1 CCOc1ccc(NC(=O)CN2CCN(CC(=O)Nc3ccc4c(c3)OCO4)CC2)cc1
  1.9, 3.0, 1, 45.9, 0.8, 0.5, 16.6, 0.99, 0.9

Values by screen from above:
Entries 25–30 in CYP2C9 activ, in turn: 0.9, 0.9, 0.5, 0.9, 0.2, 0.9

Remaining list, next part.
31. O=C(NN=C1CCCCCC1)c1cc(-c2ccccc2)nc2ccccc12
32. COC(=O)c1ccccc1NC1=C/C(=N\S(=O)(=O)c2cccs2)c2ccccc2C1=O
33. Cc1ccc(C(=O)Nc2ncc3c(n2)CC(c2ccco2)CC3=O)cc1 (centres undefined)
34. Cc1cn(C(=O)CN2C(=O)c3ccccc3C2=O)c(C)n1
35. COC(=O)C1=C(C)N(Cc2ccc(OC)cc2)C(=O)C1
36. CCOc1ccc(CCNC(=O)COC(=O)c2ccco2)cc1OCC

Assay by compound	31	32	33	34	35	36
Mac1 fbg enh	·	-1.4	-1.7	-0.7	-3.8	-3.5
CD11b adhes inh	·	38.1	-10.9	-5.3	2.7	-1.4
MT1-MMP txn act	·	1.1	1.1	1.1	·	·
CYP2C9 inh	24.9	82.9*	6.7	-6.9	33.7	68.7*
CYP2C19 act	0.8	0.3	0.9	1.1	0	0.5
CYP2C9 activ	0.8	0.2	0.9	1.1	0.7	0.3
CYP2C19 inh	17.4	67.0*	13.4	-10.7	97.4*	51.9*
Pyk2 oligo antag	0.06	-4.96*	0.13	0.19	-0.06	0.42
PLAP act	1.1	0.8	0.9	0.9	1.3	1.1

37. Oc1ccc(-c2onc3ccc(Cl)cc23)cc1
38. COc1ccc(CCNC(=O)CCS(=O)(=O)c2cccc3nsnc23)cc1OC
39. CCN(CC)S(=O)(=O)c1ccc(NC(=O)CC(NC(C)=O)c2ccccc2)cc1 (centres undefined)
40. COc1cccc(-c2nnc(N(C)C(=O)C3CCOC3)s2)c1 (centres undefined)
41. CCOC(=O)c1cccc(NC(=O)CSc2nnc(COc3ccccc3C)o2)c1
42. CC(C)Oc1ccc(C(=O)N(CN2CCCC2=O)c2ccc(F)cc2)cc1

Assay by compound	37	38	39	40	41	42
Mac1 fbg enh	2.8	3.3	1.2	2.1	0.3	3.2
CD11b adhes inh	-12.2	-7.3	-5.0	8.1	-0.8	-20.7
MT1-MMP txn act	1.2	1.1	1.1	1.2	1	1
CYP2C9 inh	90.2*	35.8	86.1*	34.0	-0.1	-0.6
CYP2C19 act	0.8	1	0.5	0.7	0.8	1.1
CYP2C9 activ	0.1	0.6	0.1	0.7	1	1
CYP2C19 inh	19.0	-1.4	49.8	30.0	22.7	-5.9
Pyk2 oligo antag	-0.53	1.04	-0.39	-0.29	-1.23	-1.02
PLAP act	1	0.8	1.8	1.6	1.4	1.2

43. CC(C)CNC(=S)NNC(=O)c1ccc2c(c1)OCO2
44. N#Cc1cccc(NC(=O)c2nc(-c3ccccc3)n(-c3ccccc3)n2)c1
45. Cc1ccc(-c2cc3nc(-c4ccccc4)cc(N)n3n2)cc1
46. COc1ccc(COCC(O)CN2CCOCC2)cc1OC (centres undefined)

Assay by compound	43	44	45	46
Mac1 fbg enh	-3.6	-4.0	10.4	-2.4
CD11b adhes inh	-0.2	2.4	-41.4	3.7
MT1-MMP txn act	·	1.4	·	1.1
CYP2C9 inh	20.5	28.5	20.6	1.9
CYP2C19 act	1	0.6	0.8	1
CYP2C9 activ	0.8	0.7	0.8	1
CYP2C19 inh	0.9	39.3	18.8	0.1
Pyk2 oligo antag	1.34	-2.63	-1.72	-0.04
PLAP act	1.7	1.6	0.9	0.9
